Source: PubChem BioAssay
12-LOX inh: ALOX12 (human) lipoxygenase inhibition. P18054. purified 12hLO, xylenol orange hydroperoxide absorbance. Potency, µM (titrated, usually from 108 µM), for inactives: at the top dose activity change, negative = inhibition, usual class: inhibitors. 1.1% of 580,000 active. AID 1671190; further: potency means the concentration at half of the fitted maximal effect; on the % scale 0 is the no-effect control and ±100 the full control effect
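Hydroperoxide product was detected by ferrous iron/xylenol orange as the 573 to 405 nm absorbance ratio. Arachidonic acid at 40 uM (final) was turned over for 30 min at room temperature by 150 nM human 12hLO, pH 7.0 Hepes buffer, after 15 min compound preincubation.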
RGS4 inhibitor: inhibitors of human regulator of G protein signaling 4; P49798; AID 504845; 0.039% of 390,000 active; Transcreener GDP fluorescence polarization, RGS4-accelerated GTP hydrolysis; Potency, µM (doses to about 114 µM), for inactives: at the highest dose activity change, negative = inhibition, usual class: inhibitors; further: potency means the concentration at half of the fitted maximal effect; on the % scale 0 is the no-effect control and ±100 the full control effect; nearly all actives have a fitted effect of over 75% in size; some results filed as inactive show a strong effect at the top dose
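MLSMR compounds (23 nl, pin-transferred) preincubated 10 min at room temperature with a 500nM (2x) first reagent, then RGS4 at 900nM (2x) plus Transcreener GDP mix added; fluorescence polarization (620/688 nm) read before and after 90 min at 30 °C.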
ERG-DNA inh: ERG Ets/DNA interaction inhibition | AID 624246 | fluorescence polarization, His-ERG Ets domain / labelled DNA | P11308 | Potency, µM (series often up to 76.9 µM), without a hit: at the highest dose FP activity, negative = inhibition, hits mostly inhibitors | 0.028% of 370,000 active; active means well fitted inhibition curve with a large enough effect in the polarisation, with a control signal flat; inconclusive means small, poorly fitted or top-dose-only effect, or effect the other way, or a change in a side signal; inactive means no such curve, though single readings can be large or run the other way; the % refers to the polarisation;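 further: polarization taken with two DNA probes labelled with fluorescein and Texas red; potency means the concentration at half of the fitted maximal effect; % of control where 0% means no effect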
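His-tagged ERG Ets domain (1 uM in the protein solution; 300mM KCl, 50mM Tris-HCl, 1mM EDTA, 1mM DTT, pH 7.5) received compound, then a probe mix of 5 nM fluorescein-DNA and 100nM Texas-615-DNA. Fluorescence polarization was read for both dyes.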
BAZ2B inh: blocks human BAZ2B | Q9UIF8 | AlphaScreen BAZ2B-H3K14Ac peptide displacement | Potency, µM (titrated, usually from 114 µM), without a hit: at the top dose activity change, negative = inhibition, usual class: inhibitors | 4.4% of 360,000 active; further: potency means the concentration at half of the fitted maximal effect; on the % scale 0 is the no-effect control and ±100 the full control effect; nearly all actives have a fitted effect of over 60% in size
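AlphaScreen displacement: compounds (up to 110uM) incubated 30 min at room temperature with a preformed 50 nM BAZ2B/50 nM biotinylated H3K14Ac peptide complex in PBS pH 7.4 with Tween-20. Donor and acceptor beads at 10 ug/mL final added, 20 min light-protected before reading.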
G9a inh: inhibitors of human histone lysine methyltransferase G9a | Q96KQ7 | G9a H3K9 monomethylation, AlphaScreen, 2 h | Potency, µM (titrated, usually from 102 µM), for the others: top-dose activity, negative = inhibition, actives largely listed as inhibitors | 8.8% of 350,000 active | AID 504332; further: potency means the concentration at half of the fitted maximal effect; on the % scale 0 is the no-effect control and ±100 the full control effect; nearly all actives have a fitted effect of over 75% in size
Target sequence (Q96KQ7 913-1193 limits assumed): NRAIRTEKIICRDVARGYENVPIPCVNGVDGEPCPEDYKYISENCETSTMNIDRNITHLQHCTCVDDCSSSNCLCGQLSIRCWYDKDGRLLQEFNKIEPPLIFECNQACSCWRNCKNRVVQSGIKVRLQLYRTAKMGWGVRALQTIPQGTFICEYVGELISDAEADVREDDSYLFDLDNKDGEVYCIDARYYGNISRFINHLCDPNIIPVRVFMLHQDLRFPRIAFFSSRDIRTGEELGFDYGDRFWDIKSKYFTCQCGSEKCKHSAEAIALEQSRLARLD
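G9a (20 nM) was preincubated 15 min with compound, then reacted 2 h at room temperature with 500 nM biotin-H3K9 peptide and 20 µM SAM. Monomethyl-H3K9 detected by AlphaScreen using anti-H3K9me1 antibody.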
PI4K2A inh: blocks human PI4K2A kinase activity. Q9BTU6. purified PI4K2A, ADP-Glo luminescence, 1 h; hits give low values. activity change, negative = inhibition, % at 76.9 µM. AID 1346378. 0.13% of 420,000 active; in the data active means activity change below about -50%; inconclusive means mostly about -30% to -49%;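 further: -100% = wells without enzyme as full effect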
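PI4K2A activity was measured by ADP-Glo luminescence: enzyme (4 ug/mL stock) and phosphatidylinositol (1.2 mM stock) in Tris pH 7.5/MgCl2/EGTA/Triton X-100 buffer were reacted with ATP (300 microM stock) for one hour at ambient temperature.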
JMJD2A Tudor inh: JMJD2A Tudor domain (human) inhibition; O75164; AlphaScreen JMJD2A-Tudor / H3K4me3 peptide binding; Potency, µM (highest dose often 114 µM), inactives show at the highest dose activity change, negative = inhibition, actives largely listed as inhibitors; 4.4% of 390,000 active; further: potency means the concentration at half of the fitted maximal effect; on the % scale 0 is the no-effect control and ±100 the full control effect; nearly all actives have a fitted effect of over 50% in size
HP1b chromo inh: inhibitors of HP1-beta chromodomain binding to methylated histone tails. P83916. 0.56% of 390,000 active. Potency, µM (titrated, usually from 114 µM), without a hit: top-dose activity change, negative = inhibition, most hits filed as inhibitors. AlphaScreen HP1-beta / biotin-H3K9me3 peptide binding; further: potency means the concentration at half of the fitted maximal effect; nearly all actives have a fitted effect of over 70% in size; inactives centre near 23
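Compound inhibition of the preformed complex between 50 nM HP1-beta and 50 nM biotinylated H3K9me3 peptide was read by AlphaScreen. Buffer was PBS pH 7.4 with 0.01% Tween-20. Incubations ran 30 min at room temperature, with 10 ug/mL donor/acceptor beads.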
GLS inhibitor: blocks human kidney-isoform glutaminase activity | Potency, µM (highest dose often 45.5 µM), for the others: top-dose activity change, negative = inhibition, usual class: inhibitors | 0.21% of 410,000 active | O94925 | GLS enzymatic activity, qHTS titration; further: potency means the concentration at half of the fitted maximal effect; on the % scale 0 is the no-effect control and ±100 the full control effect
Target sequence (O94925 whole entry, looked up, canonical isoform): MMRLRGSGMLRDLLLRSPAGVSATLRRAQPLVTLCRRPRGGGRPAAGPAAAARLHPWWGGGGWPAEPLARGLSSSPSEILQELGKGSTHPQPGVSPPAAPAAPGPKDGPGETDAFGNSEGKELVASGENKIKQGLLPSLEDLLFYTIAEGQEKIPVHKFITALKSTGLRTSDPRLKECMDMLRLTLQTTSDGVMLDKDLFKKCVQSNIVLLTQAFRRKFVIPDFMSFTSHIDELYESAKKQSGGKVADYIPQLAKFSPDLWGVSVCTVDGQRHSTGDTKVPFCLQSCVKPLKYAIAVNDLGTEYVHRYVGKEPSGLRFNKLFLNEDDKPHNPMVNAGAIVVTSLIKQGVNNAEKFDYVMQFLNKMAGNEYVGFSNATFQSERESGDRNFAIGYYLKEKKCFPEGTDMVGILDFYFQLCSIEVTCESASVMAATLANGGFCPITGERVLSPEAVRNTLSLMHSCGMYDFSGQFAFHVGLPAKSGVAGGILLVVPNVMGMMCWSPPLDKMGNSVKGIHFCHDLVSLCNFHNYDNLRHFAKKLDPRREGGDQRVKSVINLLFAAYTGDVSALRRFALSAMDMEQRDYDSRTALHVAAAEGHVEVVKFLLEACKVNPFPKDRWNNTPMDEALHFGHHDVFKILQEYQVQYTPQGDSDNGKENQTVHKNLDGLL
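Two-point fluorescence kinetic (t0, 30 min RT) for hKGA; glutamate detected via glutamate oxidase–HRP–Amplex Red. Substrate: 1 mM L-glutamine solution; buffer 45 mM KH2PO4, pH 8.2.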
An asterisk follows results filed as active; ? = inconclusive; · = not tested or not shown; & = joins results of further samples; [ ] = remark or other dose. Unless noted, the call rests on the fitted dose curve; in most records, active means well fitted curve in the direction sought with a large enough effect; inconclusive means small, poorly fitted or top-dose-only effect, or another doubt; inactive means no such curve, though single readings can be large; an effect the other way counts as inactive or inconclusive.

| 12-LOX inh | HP1b chromo inh | GLS inhibitor | G9a inh | PI4K2A inh | ERG-DNA inh | BAZ2B inh | JMJD2A Tudor inh | RGS4 inhibitor | compound |
| --- | --- | --- | --- | --- | --- | --- | --- | --- | --- |
| 9% | 62%[activator] | -3% | 16% | -2 | 7% | -28% | 3% | 6% | CCOC(=O)C1CCCN(C(=O)c2ccc3nc(-c4ccccc4)c(-c4ccccc4)nc3c2)C1 (stereo unspecified) |
| -15% | 20% | -6% | · | -4 | -12% | · | -2% | -4% | Cn1cccc1C(=O)OCC(=O)NCCc1ccc(S(N)(=O)=O)cc1 |
| -14% | 28% | -4% | ? | 2 | 1% | -21% | -15% | -4% | Cc1cc(C)nc(Sc2ccc(C=O)cc2[N+](=O)[O-])n1 |
| 3% | 23% | -3% | 1%[59 µM] | 9 | -2% | -1% | -8% | -18% | O=C(O)C1CCCCC1C(=O)N1CC=C(c2ccccc2)CC1 (stereo unspecified) |
| ? | 47%[activator] | -2% | -3%[59 µM] | 6 | 1% | 0% | 11% | 5% | S=C(Nc1ccc(Cl)c(Cl)c1)NC1CCCCC1 |
| ? | 1% | -2% | -33%[59 µM] | 1 | 2% | -11% | -17% | 9% | O=C(CSc1nc2c(c(=O)[nH]1)CCC2)Nc1ccccc1C(F)(F)F |
| 1% | 46%[activator] | 0% | 16% | -1 | -2% | -4% | 1% | 8% | Cn1cc(S(=O)(=O)N2CCN(c3cccc(Cl)c3)CC2)c(=O)n(C)c1=O |
| -16% | -15% | 2% | -37%[59 µM] | -2 | 1% | 35µM* | ? | 16% | Cc1cccc(N2CCN(C(=O)C3CCN(C(=O)c4cc5sccc5n4C)CC3)CC2C)c1 (stereo unspecified) |
| 8% | 32% | 14% | 23%[12.7 µM] | 3 | -10% | 13% | -12% | 6% | O=C(NCCN1CCOCC1)c1cc2n(n1)C(C(F)(F)F)CC(c1ccc(F)cc1)N2 (stereo unspecified) |
| -3% | 41%[activator] | 0% | -5%[12.7 µM] | 6 | -17% | 11% | -16% | 8% | O=C(c1ccc(F)cc1)N1CCOC(c2nc(-c3ccc(F)cc3)no2)C1 (stereo unspecified) |
| -21% | 31% | -7% | 45%[activator] | 4 | 5% | 1% | 4% | -35% | CCOC(=O)C1CCCN(C(=O)c2cc3c(=O)n4ccccc4nc3s2)C1 (stereo unspecified) |
| ? | 59%[activator] | 0% | -2% | 6 | 0% | 4% | 4% | 17% | Cc1cccc(NC(=O)c2c(O)c3ccccc3n(C)c2=O)c1 |
| -1% | 33% | 0% | 15%[59 µM] | -4 | -1% | 1% | 5% | 11% | Cc1ccc(CNc2nc3c(S(=O)(=O)c4ccc(C)c(C)c4)nnn3c3ccc(Cl)cc23)cc1 |
| 0% | 36% | -3% | 22%[59 µM] | 3 | 5% | 7% | -4% | 0% | Cc1ccc(CSc2nnc(-c3cccnc3)n2N)cc1 |
| -21% | ? | ? | 6% | 1 | 8% | 4%[57.1 µM] | ? | -49%[11.4 µM] | O=C(CCNC(=O)Cn1cnc2ccccc2c1=O)NCC1COc2ccccc2O1 (stereo unspecified) |
| ? | 23% | -4% | ? | -4 | 7% | -8% | -19% | -28% | CCCN=C1N/C(=C\c2ccco2)C(=O)N1c1ccccc1 |
| 0% | 36% | -1% | -1%[59 µM] | 0 | 2% | 2% | -3% | -13% | CCCC(=O)Nc1ccc2oc(-c3ccc(O)c(Br)c3)nc2c1 |
| ? | 15% | 18% | 40µM* | -5 | 4% | 5% | -20% | 23% | CC(=O)n1cc(Nc2ccccc2C(=O)O)c2ccccc21 |
| 35µM* | ? | -17% | · | -9 | 14% | · | -36% | -6% | OC(c1cc(-c2cccc(Cl)c2)nc2ccccc12)C1CCCCN1 (stereo unspecified) |
| -23% | -5%[57 µM] | 3% | 0%[59 µM] | 1 | 1% | -8% | -27% | -6% | CCN(Cc1ccccc1)C(=O)C1CCN(S(=O)(=O)c2c(C)noc2/C=C/c2ccc(C)cc2)CC1 |
| -5% | 16% | 0% | 32µM* | 5 | -4% | 5% | -3% | -8% | COCCCNC(=O)c1cc(S(=O)(=O)N2CCOCC2)ccc1SCc1cccc(OC)c1OC |
| -19% | 32% | -5% | 5%[59 µM] | 7 | -9% | 3% | 2% | -25% | COCCCn1c(=N)c(C(=O)NC2CCCCC2)cc2c(=O)n3cc(C)ccc3nc21 |
| 0% | ? | -5% | 36%[59 µM] | -4 | 1% | 15% | ? | 9% | Nc1n[nH]c(C2CC2)c1N=Nc1ccc(Cl)c(Cl)c1 |
| · | 17% | 6% | ? | -1 | -5% | -9% | 6% | 3% | O=C(COC(=O)C12CC3CC(CC(O)(C3)C1)C2)Nc1ccc(OC(F)F)cc1 |
| 1% | 23%[57 µM] | -1% | 17%[0.501 µM] | 3 | 0% | -11% | -17%[57.1 µM] | -7%&4% | Cc1ccc(C(=O)COC(=O)CNC(=O)COc2ccccc2C)cc1C |
| 0% | 43%[activator] | -4% | 1% | -1 | 8% | 0% | -7% | -13% | CN1C(=O)C(CC(=O)NCCc2ccccc2)N(NC(=O)c2cccc(F)c2)C1=S (stereo unspecified) |
| -2% | 24% | -12% | ? | 4 | 5% | 3% | 3% | 4% | CN1CCN(NC(=O)Nc2ccc(F)cc2)CC1 |
| -5% | -9% | -1% | 32µM* | 3 | 0% | -29% | -22% | -47% | CCN1CCN(C(=S)c2ccc(-c3ccccc3)cc2)CC1 |
| -28% | 98%[activator] | 2% | 33%[59 µM] | -8 | 5% | -15% | -12% | -21% | O=C(Nc1ccc2nc(SCCOc3ccccc3)sc2c1)c1ccco1 |
| 0%[57.4 µM] | 20% | ? | 7%[12.7 µM] | 0 | -12% | -18%&11% | 1%&-5% | 10% | Cc1cc2c(s1)c1cnn(Cc3ccccc3F)c(=O)c1n2C |
| 16µM* | 10µM* | 5% | 2.5µM* | 8 | 11% | -15% | 10µM* | ? | COc1cc(N2C(=O)C=CC2=O)c(OC)cc1Cl |
| -18% | 1% | 1% | ? | 0 | -7% | ? | -35% | -23% | Cc1cc(N/N=C/c2ccccc2)nc(NCc2ccccc2)n1 |
| 0% | 24% | 2% | 19%[59 µM] | -1 | -8% | 4% | -6% | 2% | Cc1ccc(S(=O)(=O)CC(=O)NC2CC2)cc1 |
| 5%[57.4 µM] | 17% | 48%[activator] | -4% | 0 | -10% | 8% | -35% | 13% | COc1ccc(C)cc1NC(=O)C1CCC(CNc2c(N3CCOCC3)c(=O)c2=O)CC1 (stereo unspecified) |
| 0% | 29% | -15% | 19% | -1 | 4% | 1% | 4% | 5% | COc1cccc(CN(C(=O)c2cccc(OC)c2)C2CCS(=O)(=O)C2)c1 (stereo unspecified) |
| -2% | 11% | -1% | 5%[59 µM] | -2 | 1% | -19% | -12% | -21% | CCOC(=O)C1CCN(C(=O)Cn2ncc3c4ccccc4n(Cc4ccccc4)c3c2=O)CC1 |
| -1% | 36% | 1% | ? | -3 | · | 0% | -14% | -37% | N#CCCN(C(=O)COC(=O)c1ccc(S(=O)(=O)Nc2ccccc2)cc1)c1ccccc1 |
| -4% | 21% | 10% | · | -2 | -8% | · | -19% | 2% | COc1ccc2[nH]c3c(c2c1)CCN1C(=O)C(CC(=O)NCCc2ccccn2)C[C@H](C(=O)N2CCOCC2)[C@@]31C (stereo partly specified) |
| 0% | 25% | 4% | -2%[59 µM] | -1 | -8% | -2% | -6% | -24% | COc1ccc(NC(=O)CSc2nnc(NC(=O)NC3CCCCC3)s2)cc1OC |
| 14% | 6% | -1% | -43% | -3 | -3% | 0% | -31% | 3% | Cc1cccc(N2CCN(C(=O)CCc3nc4ccccc4[nH]3)CC2C)c1 (stereo unspecified) |
| 0% | 2% | 1% | -5% | 4 | -1% | -3% | -15% | -10% | CC(C)N1CCN(Cc2nc3ccccc3s2)CC1CCO (stereo unspecified) |

The list is partial; the hit share may differ from the screen's.
